# Compound activity (PubChem)
# TcdB GH inh: blocks C. difficile toxin B glycohydrolase activity; inhibition, % at 9.99 µM; AID 652162; TcdB glycohydrolase enzymatic assay, plate reader; P18177; 350,000 compounds, 0.24% hits; in the data active means inhibition above about 10%
# Active calls of the source: *; & = joins results of further samples. The list is partial, so the mix of outcomes need not match the whole.
SMILES,TcdB GH inh
O=C(c1cnccn1)N1CC(=O)N2[C@H](CO)[C@@H](c3ccc(C#CC4CCCC4)cc3)[C@@H]2C1,1.7
C[C@@H]1CN([C@@H](C)CO)S(=O)(=O)c2ccc(C3=CCCC3)cc2O[C@H]1CN(C)C(=O)Nc1ccc2c(c1)OCO2,-0.9
O=S(=O)(c1cccc(F)c1)N1CC[C@@H]2[C@H](CO)Nc3ccc(Br)cc3[C@@H]21,-0.5
C[C@H]1CN([C@@H](C)CO)C(=O)c2cc(NC(=O)CCC(F)(F)F)ccc2O[C@H]1CN(C)C(=O)Nc1ccccc1,-6.4
C[C@@H]1CN([C@@H](C)CO)C(=O)c2cc(C3=CCCCC3)cnc2O[C@@H]1CN(C)Cc1ccccc1C(=O)O,-0.5
CO[C@@H]1CN(C)C(=O)c2cc(NS(=O)(=O)c3ccccc3C)ccc2OC[C@H](C)NC[C@H]1C,-0.3
C[C@@H]1CN([C@@H](C)CO)C(=O)c2cc(NS(=O)(=O)c3ccc(F)cc3)ccc2O[C@H]1CN(C)Cc1ccc(C(=O)Nc2ccccc2N)cc1,1.4
COCC#Cc1ccc([C@H]2[C@@H](CO)N3CCCCN(C(=O)Nc4cc(F)ccc4F)C[C@H]23)cc1,0.3
COc1ccc(S(=O)(=O)N(C)C[C@H]2OCCCC[C@H](C)Oc3ccc(NC(=O)Cc4ccccc4)cc3C(=O)N([C@H](C)CO)C[C@@H]2C)cc1,-1.0
COc1cccc(CN(C)C[C@@H]2OCc3ccccc3-c3c(n(C)c4ccccc34)C(=O)N([C@@H](C)CO)C[C@@H]2C)c1,0.5
CN(C)C(=O)C[C@H]1CC[C@H]2[C@@H](COC[C@H](O)CN2C(=O)C2CCOCC2)O1,-0.4
COCCNC(=O)C[C@@H]1CC[C@H]2[C@@H](COC[C@H](O)CN2Cc2cccc(-c3ccncc3)c2)O1,-14.4
C[C@@H]1CN([C@@H](C)CO)C(=O)c2cc(-c3cccnc3)cnc2O[C@@H]1CN(C)C(=O)C1CC1,0.7
C[C@@H]1CN([C@@H](C)CO)C(=O)c2cc(N(C)C)ccc2O[C@H]1CN(C)C,0.0
C[C@@H]1CN([C@@H](C)CO)C(=O)Cc2cc(NC(=O)c3ccncc3)ccc2O[C@@H]1CN(C)S(=O)(=O)c1cn(C)cn1,-0.8
COc1ccc(CN(C)C[C@@H]2Oc3ccc(NS(=O)(=O)c4ccc(F)cc4)cc3C(=O)N([C@@H](C)CO)C[C@@H]2C)cc1,0.5
O=C(c1ccc(F)cc1)N1C[C@@H]2N[C@H](C1)C2c1ccc(/C=C/c2ccccc2)cc1 (some centres not stated),0.6&-0.5
O=C(C[C@H]1CC[C@H]2[C@@H](COC[C@H](O)CN2S(=O)(=O)c2cccc(F)c2)O1)Nc1ccccc1,1.0
C[C@H](CO)N1C[C@H](C)[C@H](CN(C)Cc2ccccc2)Oc2ncc(-c3cc4ccccc4o3)cc2C1=O,-1.0
C[C@@H]1CCCCO[C@H](CN(C)C(=O)Cc2ccccc2)[C@@H](C)CN([C@H](C)CO)C(=O)c2cc(NC(=O)Nc3ccc(F)cc3)ccc2O1,-0.6
CN(C)C(=O)c1cccc(-c2ccc([C@@H]3[C@H](CO)N4CCCCN(C(=O)C5CCCC5)C[C@@H]34)cc2)c1,0.1
COCC#Cc1cnc2c(c1)C(=O)N([C@@H](C)CO)C[C@H](C)[C@H](CN(C)S(=O)(=O)c1ccccc1)O2,-0.5
O=C(c1ccccc1)N1C[C@@H]2[C@H](c3ccccc31)[C@@H](CO)N2C(=O)CN1CCOCC1,-2.9
Cc1ccc(S(=O)(=O)Nc2ccc3c(c2)CC(=O)N([C@@H](C)CO)C[C@H](C)[C@@H](CN(C)Cc2ccc(C(=O)Nc4ccccc4N)cc2)O3)cc1,-0.3
C[C@H]1CCCCO[C@H](CN(C)C(=O)CCC(F)(F)F)[C@@H](C)CN([C@@H](C)CO)C(=O)c2cc(NC(=O)NC3CCCCC3)ccc2O1,0.3
C[C@H]1CN([C@@H](C)CO)C(=O)c2cc(/C=C/c3ccccc3)cnc2O[C@H]1CN(C)C(=O)Cc1cccnc1,1.7
COc1ccc(S(=O)(=O)Nc2ccc3c(c2)C(=O)N([C@@H](C)CO)C[C@@H](C)[C@H](CN(C)C(=O)c2ccncc2)OCCCC[C@@H](C)O3)cc1,0.4
CCCN(C)C[C@H]1OCCCC[C@@H](C)Oc2ccc(NC(=O)CCC(F)(F)F)cc2C(=O)N([C@H](C)CO)C[C@H]1C,-0.2
CCCC#Cc1ccc([C@H]2[C@H](CO)N3C(=O)CN(C(=O)c4ccccn4)C[C@@H]23)cc1,0.1
CCCNC(=O)[C@H]1[C@H](CO)[C@H]2Cn3c(ccc(C4=CCCC4)c3=O)[C@H]2N1C(=O)CC1CC1,-0.3
C[C@H](CO)N1C[C@H](C)[C@@H](CN(C)Cc2ccc(Oc3ccccc3)cc2)Oc2ccc(NC(=O)CCCN(C)C)cc2C1=O,0.3
C[C@H](CO)N1C[C@H](C)[C@@H](CN(C)S(=O)(=O)c2cn(C)cn2)Oc2ccc(NC(=O)Nc3ccc(F)cc3)cc2C1=O,0.5
C[C@@H]1CN([C@@H](C)CO)C(=O)c2cc(NS(C)(=O)=O)ccc2O[C@@H](C)CCCCO[C@H]1CN(C)C(=O)CCC(F)(F)F,0.1
C[C@H]1CN([C@@H](C)CO)S(=O)(=O)c2ccc(-c3ccncc3)cc2O[C@@H]1CN(C)Cc1ccccn1,-2.7
C[C@@H]1CN([C@@H](C)CO)C(=O)c2cc(NS(=O)(=O)c3cn(C)cn3)ccc2O[C@@H](C)CCCCO[C@@H]1CN(C)C(=O)CCC(F)(F)F,-0.2
C[C@H](CO)N1C[C@H](C)[C@@H](CN(C)Cc2ccc(Oc3ccccc3)cc2)Oc2c(NC(=O)C3CCOCC3)cccc2C1=O,0.5
COc1ccc(S(=O)(=O)Nc2ccc3c(c2)C(=O)N([C@@H](C)CO)C[C@@H](C)[C@@H](CN(C)Cc2ccc(Oc4ccccc4)cc2)O3)cc1,0.4
C[C@@H]1CCCCO[C@H](CN(C)S(=O)(=O)c2ccccc2)[C@H](C)CN([C@H](C)CO)C(=O)c2cc(NC(=O)Cc3ccccc3)ccc2O1,-2.1
COc1ccc(S(=O)(=O)N(C)C[C@@H]2OCCCC[C@H](C)Oc3ccc(NC(=O)Cc4ccccc4)cc3C(=O)N([C@H](C)CO)C[C@H]2C)cc1,2.1
CCCNC(=O)N1C[C@H]2[C@@H](c3ccccc31)[C@@H](CO)N2C(=O)Nc1ccccc1F,1.4

# Reformatted as labelled records: part of the list above
SMILES: C[C@H](CO)N1C[C@H](C)[C@@H](CN(C)S(=O)(=O)c2cn(C)cn2)Oc2ccc(NC(=O)Nc3ccc(F)cc3)cc2C1=O
  TcdB GH inh: 0.5
SMILES: CO[C@@H]1CN(C)C(=O)c2cc(NS(=O)(=O)c3ccccc3C)ccc2OC[C@H](C)NC[C@H]1C
  TcdB GH inh: -0.3
SMILES: C[C@@H]1CN([C@@H](C)CO)C(=O)c2cc(NS(C)(=O)=O)ccc2O[C@@H](C)CCCCO[C@H]1CN(C)C(=O)CCC(F)(F)F
  TcdB GH inh: 0.1
SMILES: COCC#Cc1ccc([C@H]2[C@@H](CO)N3CCCCN(C(=O)Nc4cc(F)ccc4F)C[C@H]23)cc1
  TcdB GH inh: 0.3

# The list goes on.
SMILES,TcdB GH inh
C[C@@H]1CN([C@@H](C)CO)S(=O)(=O)c2ccc(/C=C/c3ccccc3)cc2O[C@H]1CN(C)C,0.9
C[C@@H]1CN([C@H](C)CO)S(=O)(=O)c2ccc(C#C[C@@H](C)O)cc2O[C@H]1CN(C)Cc1ccc(-c2ccccc2)cc1,1.2
CC(C)CN(C[C@H]1N[C@H](CO)[C@@H]1c1ccccc1)C(=O)CN(C)C,0.9
CC(=O)N1c2ccccc2N=C(c2ccc(C(F)(F)F)cc2)C1C(=O)NC(C)C (configuration not stated),-7.0
Cc1ccccc1S(=O)(=O)N1[C@@H]2c3cccc(=O)n3C[C@H]1[C@H](CO)[C@H]2C(=O)N1CCOCC1,0.1
O=C(N[C@H]1CC[C@H](CCn2cc(C3(O)CCCC3)nn2)O[C@H]1CO)C1CCOCC1,0.2
CC=Cc1ccc2n(c1=O)C[C@@H]1[C@@H](CO)[C@H](C(=O)NCCC)N(Cc3cccc(F)c3)[C@H]21 (mixture of isomers),1.9
O=C(N[C@H](C(=O)N1CCC[C@H]1C(=O)NC1CCCC1)c1ccccc1)c1ccc(Cl)c(Cl)c1,1.5
C[C@H](CO)N1C[C@H](C)[C@H](CN(C)C(=O)Nc2ccccc2)Oc2ccc(NC(=O)Cc3ccccc3)cc2C1=O,1.9
CC(C)NC(=O)Nc1ccc2c(c1)CC(=O)N([C@H](C)CO)C[C@H](C)[C@H](CN(C)C(=O)NC1CCCCC1)O2,-0.2
Cn1cnc(S(=O)(=O)N[C@@H]2C=C[C@H](CC(=O)NCC3CCCCC3)O[C@@H]2CO)c1,0.9
CCS(=O)(=O)NC[C@@H]1[C@@H](c2ccccc2)[C@@H](CO)N1CC1CC1,-0.9
C[C@@H]1CN([C@H](C)CO)C(=O)c2cc(-c3ccc(C#N)cc3)cnc2O[C@@H]1CN(C)C(=O)c1cccnc1,0.6
Cc1ccc(S(=O)(=O)Nc2ccc3c(c2)C(=O)N([C@H](C)CO)C[C@@H](C)[C@H](CN(C)C(=O)NC2CCCCC2)OCCCC[C@@H](C)O3)cc1,0.1
COc1ccccc1CNC(=O)C[C@H]1C[C@@H]2c3cc(NC(=O)C4CCOCC4)ccc3O[C@@H]2[C@H](CO)O1,-1.0
CO[C@@H]1CN(C)C(=O)c2cc(NC(=O)CC(F)(F)F)ccc2OC[C@@H](C)N(C(=O)C2CCCC2)C[C@H]1C,0.6
CN1[C@@H]2Cn3c(ccc(/C=C/c4ccccc4)c3=O)[C@H]1[C@@H](C(=O)NC1Cc3ccccc3C1)[C@@H]2CO,-0.5
CN(C)C(=O)c1ccc(-c2cccc(-c3nc(C(=O)NCc4ccccc4)cc4c3[C@@H](CCO)N([S@](=O)C(C)(C)C)C4)c2)cc1,0.8
C[C@@H]1CN([C@@H](C)CO)C(=O)c2cccc(NS(=O)(=O)c3cn(C)cn3)c2O[C@@H]1CN(C)CC1CC1,-2.9
C[C@@H]1CN([C@@H](C)CO)C(=O)c2ccccc2-c2ccccc2CO[C@@H]1CN(C)C(=O)CCN(C)C,-0.2

# Brought forward from above: two entries; new compounds follow.
SMILES,TcdB GH inh
C[C@@H]1CN([C@@H](C)CO)C(=O)c2cccc(NS(=O)(=O)c3cn(C)cn3)c2O[C@@H]1CN(C)CC1CC1,-2.9
C[C@@H]1CN([C@@H](C)CO)C(=O)c2ccccc2-c2ccccc2CO[C@@H]1CN(C)C(=O)CCN(C)C,-0.2
O=C(c1ccccc1F)N1C[C@@H]2[C@H](c3ccccc31)[C@@H](CO)N2C(=O)c1ccccc1,0.4
NCC[C@H]1CC[C@H](NC(=O)c2ccccc2F)[C@@H](CO)O1,0.2
C[C@@H]1CN([C@@H](C)CO)C(=O)Cc2cc(NS(=O)(=O)c3ccc(Cl)cc3)ccc2O[C@H]1CN(C)CC1CCCCC1,-1.0
CN1C(=O)c2cc(NC(=O)Cc3ccccc3)ccc2OC[C@H]2O[C@H](CC(=O)O)CC[C@H]21,-1.5
CCCCCCCCN1C(=O)[C@@H](CC(=O)NCCc2ccccc2OC)C[C@@]2(C(=O)OC)C1=C[C@H](C1CCCC1)O[C@@H]2C,0.0
C[C@@H]1CN([C@H](C)CO)C(=O)Cc2cc(NC(=O)C3CCCCC3)ccc2O[C@@H]1CN(C)Cc1ccc(C(F)(F)F)cc1,0.6
C[C@@H]1CN([C@@H](C)CO)C(=O)c2cc(NC(=O)Nc3cccc4ccccc34)ccc2O[C@@H]1CN(C)Cc1ccc(C(=O)Nc2ccccc2N)cc1,-0.4
CN1[C@H](CO)[C@@H]2c3ccccc3N(C(=O)Nc3cc(F)ccc3F)C[C@@H]21,-0.7
CC(C)NC(=O)N[C@@H]1CC[C@H](CCN)O[C@@H]1CO,0.8
CC(C)NC(=O)Nc1ccc2c(c1)CC(=O)N([C@H](C)CO)C[C@H](C)[C@H](CN(C)S(=O)(=O)c1ccccc1)O2,1.1
O=C(C[C@@H]1C[C@@H]2c3cc(NC(=O)CC4CC4)ccc3O[C@@H]2[C@H](CO)O1)NCc1cccc(F)c1,-0.5
CCCNC(=O)N1CC(=O)N2[C@H](CO)[C@H](c3ccc(-c4ccc(F)cc4)cc3)[C@H]2C1,-9.5
CN(C)CC(=O)Nc1ccc2c(c1)[C@H]1C[C@H](CC(=O)N3CCN(C)CC3)O[C@H](CO)[C@H]1O2,0.2
O=C(C[C@H]1C=C[C@@H](NC(=O)C2CC2)[C@H](CO)O1)NC1CCC1,-0.3
CN(C)CCCNC(=O)[C@H]1[C@H](CO)[C@H]2Cn3c(ccc(C4=CCCC4)c3=O)[C@H]2N1CCC(F)(F)F,1.1
C[C@@H]1CN([C@@H](C)CO)C(=O)c2cc(NC(=O)Nc3ccc(C(F)(F)F)cc3)ccc2O[C@@H](C)CCCCO[C@@H]1CN(C)S(=O)(=O)c1cccs1,0.1
O=C(N[C@@H]1C=C[C@H](CC(=O)N2CCc3ccccc3C2)O[C@@H]1CO)C1CCC1,-9.9
C[C@H](CO)N1C[C@H](C)[C@@H](CN(C)Cc2ccc(C(=O)Nc3ccccc3N)cc2)Oc2c(NC(=O)c3ccncc3)cccc2C1=O,-1.0
COCC#Cc1ccc([C@H]2[C@H]3CN(C(=O)Nc4ccc(F)cc4)CC(=O)N3[C@H]2CO)cc1,0.2
CC(C)C#Cc1ccc2c(c1)O[C@H](CN(C)C(=O)c1cccc(F)c1)[C@H](C)CN([C@H](C)CO)S2(=O)=O,-4.0
CCCNC(=O)C[C@@H]1CC[C@@H]2[C@H](COC[C@H](O)CN2Cc2ccncc2)O1,-1.3
